Assay outcomes as filed in PubChem.
TGFb SMAD3 inh: blocks TGF-b signaling. HepG2 CAGA-GFP TGF-b/SMAD3 reporter, GFP fluorescence, 18 h; TGF-beta stimulated, 500 pg/mL final. AID 588855. 410,000 compounds, 1.2% hits. Potency, µM (series often up to 46.1 µM), without a hit: at the top dose activity, negative = inhibition, most hits filed as inhibitors; note: % is set by controls: 0 for no effect and ±100 for the full control effect; nearly all actives have a fitted effect of over 65% in size
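TGF-beta reporter screen: HEPG2 CAGA-GFP, 1% FBS, 500 pg/mL TGF-beta final, 18 h; per-cell GFP summed per well; curves fitted and categorized by class.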
Nrf2 ARE act: activators of Nrf2 (ARE) signaling. AREc32 ARE-luciferase reporter (MCF7-derived line), luminescence, 24 h. Potency, µM (top dose mostly 46.1 µM), without a hit: at the highest dose activation, hits mostly activators. 410,000 compounds, 0.31% hits; note: % of control where 0% means no effect; nearly all actives have a fitted effect of over 65% in size
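Each well held 1000 AREc32 cells, which were incubated with compound for 24 hr at 37 deg C after overnight attachment, and ARE reporter activity was quantified by firefly luciferase luminescence.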
A549 viability: kills or reduces viability of A549 cells in Nrf2 counter-screen; AID 504648; Potency, µM (top dose mostly 46 µM), inactives show at the highest dose activity change, negative = cytotoxicity, hits mostly inhibitors; A549 ARE-Fluc cells, CellTiter-Fluor viability, 18-24 h; 390,000 compounds, 0.16% hits; note: % is set by controls: 0 for no effect and ±100 for the full control effect
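A549 ARE-Fluc cells in 5% FBS OPTI-MEM, 5000 cells/well, rested 2 h then exposed to compounds in concentration-response for 18-24 h at 37 °C. Viability by CellTiter-Fluor fluorescence (Ex 405/Em 525) after 30 min; luciferase luminescence (BugLite, 15 min, RT) read afterwards.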
HepG2 tox: kills HepG2 cells in TGF-b inhibitor counter-screen | HepG2 CAGA-GFP viability, ATP luminescence, 18 h | 410,000 compounds, 0.76% hits | Potency, µM (highest dose often 46.1 µM), for inactives: at the top dose activity change, negative = cytotoxicity, hits mostly cytotoxic; note: some results filed as inactive show a strong effect at the top dose
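HepG2 CAGA-GFP cells (1000/well, DMEM with 1% FBS) received compound, then TGF-beta at 500 pg/mL final, and were incubated 18 hours at 37 degrees C. Viability was read by CellTiter-Glo luminescence. Media-only wells were set as complete cell-killing and DMSO as no toxicity.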
Nrf2 block: Nrf2 pathway inhibition; 360,000 compounds, 2.1% hits; AID 504444; Potency, µM (titrated, usually from 46 µM), inactives show at the top dose activity change, negative = inhibition, hits mostly inhibitors; A549 ARE-Fluc reporter, luciferase luminescence, 18-24 h; note: % is set by controls: 0 for no effect and ±100 for the full control effect; nearly all actives have a fitted effect of over 60% in size
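Cells were seeded and rested 2 h, then exposed to compounds for 18-24 h. CellTiter-Fluor was read first as a viability measure. BugLite was added 15 min before the final luminescent read of ARE-luciferase activity in A549 cells.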
ATXN2 expr inh: reduces ATXN2 reporter expression in HEK-293 cells | HEK-293 ATXN2-luciferase reporter, luminescence, 24 h | Potency, µM (titrated, usually from 57 µM), inactives show at the top dose activity change, negative = inhibition, hits mostly inhibitors | 360,000 compounds, 0.72% hits; note: % is set by controls: 0 for no effect and ±100 for the full control effect; nearly all actives have a fitted effect of over 55% in size
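qHTS (up to 57 uM final) was run with 24 h compound exposure of reporter cells at 37 °C. Each well was multiplexed: SteadyGlo luminescence measured ATXN2-luciferase expression after a fluorogenic Gly-Phe-AFC viability readout (25 uM final).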
EPAC2 antagonist: blocks human EPAC2 exchange factor. Potency, µM (doses to about 114 µM), inactives show top-dose activity, negative = inhibition, actives largely listed as inhibitors. EPAC2 GEF exchange of Rap1B-BODIPY-GDP, fluorescence. Q8WZA2. 360,000 compounds, 0.18% hits. AID 720708; note: % is set by controls: 0 for no effect and ±100 for the full control effect; nearly all actives have a fitted effect of over 45% in size; many of its hits are not listed in these tables
Target sequence (Q8WZA2 whole entry, looked up): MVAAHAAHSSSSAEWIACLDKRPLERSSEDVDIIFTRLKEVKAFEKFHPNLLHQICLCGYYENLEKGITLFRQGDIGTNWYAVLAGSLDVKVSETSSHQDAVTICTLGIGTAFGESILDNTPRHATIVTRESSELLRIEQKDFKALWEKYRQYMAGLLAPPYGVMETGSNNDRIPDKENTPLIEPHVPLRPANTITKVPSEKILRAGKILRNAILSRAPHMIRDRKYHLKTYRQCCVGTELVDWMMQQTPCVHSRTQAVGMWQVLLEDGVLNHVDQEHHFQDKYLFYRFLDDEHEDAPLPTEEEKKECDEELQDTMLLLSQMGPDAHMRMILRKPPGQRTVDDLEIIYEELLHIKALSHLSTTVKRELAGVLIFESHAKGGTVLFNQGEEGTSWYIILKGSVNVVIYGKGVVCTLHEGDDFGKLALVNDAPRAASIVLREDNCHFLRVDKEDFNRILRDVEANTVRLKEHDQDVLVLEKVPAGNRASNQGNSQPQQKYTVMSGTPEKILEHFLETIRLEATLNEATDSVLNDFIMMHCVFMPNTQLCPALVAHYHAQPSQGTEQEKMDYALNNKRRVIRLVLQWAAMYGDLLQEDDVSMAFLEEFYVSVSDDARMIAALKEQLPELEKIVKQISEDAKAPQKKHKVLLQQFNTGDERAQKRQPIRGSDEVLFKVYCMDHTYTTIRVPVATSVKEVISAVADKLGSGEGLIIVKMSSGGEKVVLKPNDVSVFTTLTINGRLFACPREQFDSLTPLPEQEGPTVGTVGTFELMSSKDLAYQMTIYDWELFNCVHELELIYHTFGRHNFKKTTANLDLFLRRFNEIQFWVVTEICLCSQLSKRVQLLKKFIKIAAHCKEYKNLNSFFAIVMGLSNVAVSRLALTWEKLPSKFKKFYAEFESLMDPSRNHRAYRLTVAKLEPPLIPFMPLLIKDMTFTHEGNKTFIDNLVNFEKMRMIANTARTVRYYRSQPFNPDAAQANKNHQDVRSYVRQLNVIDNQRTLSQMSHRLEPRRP
MCF10A rerep: DNA re-replication induction in MCF 10a cells. 350,000 compounds, 2.9% hits. AID 624296. Potency, µM (highest dose often 46.1 µM), without a hit: at the highest dose activity, positive = re-replication, most hits filed as activators. MCF 10A DNA re-replication, Hoechst nuclear intensity, 48 h; note: % of control where 0% means no effect; nearly all actives have a fitted effect of over 50% in size
S2 tox: cell viability loss in ATXN counter-screen; AID 651635; S2 cells (HEK-293 line with an ATXN2-luciferase reporter) viability, CellTiter-Fluor protease fluorescence, 24 h; 400,000 compounds, 0.49% hits; Potency, µM (top dose mostly 56.7 µM), usual class: cytotoxic; note: nearly all actives have a fitted effect of over 40% in size
* = called active by the depositor; i = inactive; ? = inconclusive; · = no result given; [ ] = remark or other dose. Calls come from the whole dose curve; as a rule, active = well fitted curve in the direction sought with a large enough effect; inconclusive = small, poorly fitted or top-dose-only effect, or another doubt; inactive = no such curve, though single readings can be large; an effect the other way counts as inactive or inconclusive. Potency is the fitted concentration of half-maximal effect.

SMILES | TGFb SMAD3 inh | Nrf2 ARE act | A549 viability | HepG2 tox | Nrf2 block | ATXN2 expr inh | EPAC2 antagonist | MCF10A rerep | S2 tox
Cc1ccc(COCCN2CCN(S(=O)(=O)c3ccccc3)CCC2=O)cc1 | 2.8% | -0.1% | 1.7% | -2.7% | 9.3% | 0.2% | -4.9% | -0.1% | i
O=S(=O)(NCC(c1cccnc1)N1CCc2ccccc2C1)c1ccccc1 (configuration not stated) | 3.8% | -0.6% | -0.3% | 0.8% | -3.0% | 0.2% | -10.0% | -4.5% | i
COc1cc(CN2CCCCCC2)cc(OC)c1OC | -11.4% | 0.0% | 2.4% | 12.3% | 7.1% | -21.6% | 5.7% | 0.3% | i
N#CC(C(=O)NC1CCCCC1)=C1CCCCC1 | 5.0% | -0.3% | -4.1% | -4.5% | 1.1% | 1.9% | 4.9% | -3.8% | i
O=C(O)CCCN=CC1=C(O)CNC1=O | -27.9% | -0.2% | 0.3% | 2.1% | -2.8% | -12.8% | -11.0% | 4.2% | i
COC(=O)c1ccc(CSc2nnc3n(Cc4ccccc4OC)c(=O)c4ccccc4n23)o1 | -5.2% | 0.4% | -12.2% | 4.7% | ? | 5.2% | -1.4% | -0.4% | i
CC(C)Nc1nc2n(c(=O)n1)CCN2C(C)C | -2.9% | 0.0% | -7.0% | 0.0% | 9.9% | -9.6% | 19.4% | -10.4% | i
CC(=O)Nc1nonc1-c1nnc(SCC(=O)Nc2ccc(C)cc2C)n1C | -1.6% | 0.6% | 13.0% | 3.2% | 10.2% | 5.6% | · | · | i
COc1ccccc1C(=O)n1nc(-c2ccco2)nc1NCc1ccc(Cl)cc1 | · | -0.6% | -0.9% | 6.7% | ? | · | · | · | ·
CCOC(=O)CCNC(=O)N1CCCC(C(=O)c2cc(C)c(OC)c(C)c2)C1 (configuration not stated) | -7.7% | -0.2% | -3.1% | -19.9% | 1.0% | 6.0% | 7.9% | 13.6% | ?
COc1ccc(C(CNC(=O)C2CC2)N(C)C)cc1 (configuration not stated) | -2.6% | -0.6% | 9.3% | -14.9% | ? | 16.5% | -2.3% | 17.3% | i
COc1cc2c(cc1OC)C(C)N(C(C)=O)CC2 (configuration not stated) | 1.8% | 4.8% | -13.4% | -1.1% | -7.8% | 11.6% | 21.3% | 4.0% | i
CCSc1nc(O)cc(=O)[nH]1 | -5.1% | -0.7% | -1.6% | -1.4% | -0.8% | · | 13.7% | 2.7% | i
C[C@@]12CC(=O)NC1N(C(=O)c1ccccc1)C(c1ccccc1OC(=O)c1ccccc1)C2 (some centres not stated) | -11.5% | 0.2% | -7.4% | -6.8% | -0.1% | 0.8% | -3.0% | -2.2% | i
COc1ccc(CN2CCNC(=O)C2CC(=O)NCCCn2cccn2)cc1C (configuration not stated) | -4.3% | -0.8% | -9.1% | -57.7% | -1.8% | -6.8% | -3.2% | 0.5% | i
COc1ccc(Cl)cc1N1C(=O)CN(Cc2cc(OC)c(OC)c(OC)c2)C1=S | -10.4% | 3.1% | -4.6% | -22.4% | ? | · | -16.6% | 9.5% | i
Cc1cc(C)cc(NC(=S)N2C3CCCC2CC(NC(=O)C2CC2)C3)c1 (configuration not stated) | -3.4% | -0.1% | -0.6% | 2.6% | 2.2% | -16.2% | 0.3% | 9.4% | i
CCC(C)NC(=O)c1cc(-c2cccc(OC)c2)on1 (configuration not stated) | 1.1% | 4.7% | 3.7% | 0.5% | ? | 66.2%[activator] | · | · | i
O=C(C1CC1)N1CCN(C(c2ccccc2)c2ccccc2)CC1 | 6.2% | -1.0% | -1.0% | -1.9% | ? | -11.0% | -10.4% | 2.7% | i
CC(C)Oc1ccc(OCCCN2CCCCCC2)cc1 | -0.2% | 0.2% | -10.9% | -2.0% | -4.6% | -1.7% | 4.5% | -12.5% | i
CCOC(=O)N1CCN(C(=O)CN(c2cccc(C(F)(F)F)c2)S(=O)(=O)c2ccccc2)CC1 | -10.0% | 2.0% | 5.0% | 0.6% | 3.7% | 1.8% | -6.1% | ? | i
Cc1ccc(NC(=O)COc2coc(CN3CCc4ccccc4C3)cc2=O)cc1Cl | 11.1% | 2.4% | 11.3% | -0.3% | 9.1% | -3.8% | -0.8% | -1.4% | i
CCC(=O)NCc1c(C)c(C)n(Cc2ccccc2)c1-n1cccc1 | 2.1% | -0.4% | 1.5% | -18.9% | -15.9% | -1.9% | -5.7% | 5.6% | i
COc1ccc(NC(=O)CN(C)C(=O)c2cc(-c3ccc(Cl)cc3)nc3ccccc23)cc1 | -20.6% | -0.2% | -10.0% | -5.3% | ? | ? | -1.0% | 18.4µM* | ?
COc1cccc(N2CCN(C(=O)CCS(=O)(=O)c3ccc4c(c3)CC(=O)N4C)CC2)c1 | -22.9% | 0.1% | -0.6% | -10.7% | ? | -4.1% | · | · | i
Cc1nn(Cc2ccccc2)c(C)c1C(=O)NCCN1C(=O)S/C(=C\c2ccc(F)cc2)C1=O | 9.2% | 0.0% | 0.0% | 4.2% | -17.2% | -13.7% | -0.5% | 5.9% | ?
COc1cc(=O)[nH]c(SC(C)C(=O)Nc2ccc3ccccc3c2)n1 (configuration not stated) | 15.6% | 3.0% | -0.8% | 4.8% | ? | -18.9% | 3.3% | 15.2% | i
O=C(O)c1ccc(N(c2ccccc2)c2ccccc2)cc1 | ? | -0.2% | 1.3% | -5.9% | · | -6.8% | -11.2% | 16.4% | ?
CCn1c(O)c(N=NC(=O)CNC(=O)/C=C/c2ccco2)c2ccccc21 | -23.4% | ? | -0.2% | 1.5% | 7.3% | 2.0% | 8.4% | ? | i
Cc1cc(Cl)c(S(=O)(=O)N2CCCC2)cc1OCC(N)=O | -6.3% | -0.4% | -3.0% | -16.4% | ? | -15.1% | -6.7% | -1.2% | i
Cc1cc(NC(=O)COc2nnc(-c3ccccc3)c3ccccc23)no1 | -1.9% | -0.8% | -3.8% | -4.2% | -12.7% | 1.1% | -1.3% | 18.8% | i
Cc1ccc(SC2=NS(=O)(=O)c3ccccc32)c(C)c1 | -22.4% | · | 1.5% | -11.4% | -0.1% | · | · | · | ·
CCNC(=O)C1(C)CCN(C(=O)C(c2ccccc2)c2ccccc2)C1 (configuration not stated) | -2.5% | -1.3% | · | 5.4% | · | 4.9% | 11.6% | · | ?
Cc1cc(C)cc(NC(=O)CCn2ccnc2)c1 | -0.2% | -0.3% | 0.8% | -14.4% | 0.9% | 2.2% | -1.1% | -15.5% | i
COc1ccccc1Nc1nc(N)nc(CSc2nccc(C)n2)n1 | 9.7% | 2.1% | -4.5% | -29.1% | 4.7% | 8.7% | 3.3% | 0.7% | i
COc1ccc(Cn2c(N)c(C#N)c3nc4ccccc4nc32)cc1OC | 5.6% | 0.5% | 8.6% | -1.5% | 3.3% | -8.2% | -2.2% | ? | i

Complete entries from above. Order of values: TGFb SMAD3 inh | Nrf2 ARE act | A549 viability | HepG2 tox | Nrf2 block | ATXN2 expr inh | EPAC2 antagonist | MCF10A rerep | S2 tox
`Cc1cc(C)cc(NC(=O)CCn2ccnc2)c1` is listed as -0.2% | -0.3% | 0.8% | -14.4% | 0.9% | 2.2% | -1.1% | -15.5% | i
`Cc1nn(Cc2ccccc2)c(C)c1C(=O)NCCN1C(=O)S/C(=C\c2ccc(F)cc2)C1=O` is listed as 9.2% | 0.0% | 0.0% | 4.2% | -17.2% | -13.7% | -0.5% | 5.9% | ?
`Cc1ccc(SC2=NS(=O)(=O)c3ccccc32)c(C)c1` is listed as -22.4% | · | 1.5% | -11.4% | -0.1% | · | · | · | ·
`Cc1cc(NC(=O)COc2nnc(-c3ccccc3)c3ccccc23)no1` is listed as -1.9% | -0.8% | -3.8% | -4.2% | -12.7% | 1.1% | -1.3% | 18.8% | i

Next structures
SMILES | TGFb SMAD3 inh | Nrf2 ARE act | A549 viability | HepG2 tox | Nrf2 block | ATXN2 expr inh | EPAC2 antagonist | MCF10A rerep | S2 tox
COC(=O)c1cscc1S(=O)(=O)Cc1ccccc1 | 5.0% | -0.4% | -1.4% | 9.8% | -16.1% | · | 1.5% | 11.0% | ·
CCCC(C(=O)Nc1ccc(S(=O)(=O)Nc2ncccn2)cc1)c1ccccc1 (configuration not stated) | 2.7% | -0.4% | -5.2% | 4.1% | 4.8% | 4.9% | -13.2% | -34.6%[inhibitor] | i
COc1ccccc1NC(=O)c1ccc(NC(=O)CN2CCN(C(=O)c3ccco3)CC2)cc1 | 0.0% | -0.3% | 7.9% | 89.1% | ? | -17.8% | 6.1% | -0.5% | i
CC(C)N1CC(COc2ccc(Br)cc2)OC1=O (configuration not stated) | 7.2% | -0.1% | 1.1% | 1.1% | -15.9% | -0.2% | 2.2% | -1.1% | i
Cc1c(Cl)cccc1NC(=O)CN1C(=O)c2ccccc2Sc2ncccc21 | ? | -0.9% | -0.4% | -1.0% | -6.4% | -6.1% | · | · | i
CCN(CC)CCOC(=O)c1ccc(NC(=O)c2cc3cccc(OC)c3oc2=O)cc1 | -1.5% | 5.8% | 3.1% | -58.7% | · | 66.3%[activator] | · | · | i
COc1ccccc1NS(=O)(=O)c1ccc(Cl)cc1 | 3.9% | 0.2% | 6.5% | -10.2% | -9.1% | 9.6% | 0.9% | 2.4% | i
Cc1nc(C(C)(C)O)n(-c2ccccc2)n1 | -0.5% | -0.8% | 1.9% | 0.1% | 2.9% | 3.2% | 5.3% | -3.2% | i
O=C(C[n+]1ccccc1)N/N=C/c1ccc(C(=O)O)cc1 | -0.9% | -1.1% | -0.4% | -26.6% | -2.2% | 11.3% | -14.8% | -0.4% | i
CCOc1ccccc1NC(=O)Cn1c(=O)n(-c2ccc(C)c(C)c2)c(=O)c2oc3ccccc3c21 | -23.9% | 0.5% | -0.9% | -14.2% | 25.8% | · | · | · | ·
Fc1ccc(-c2ccc(CNCc3ccccn3)o2)cc1 | -0.7% | 2.4% | -1.7% | -2.9% | ? | 21.9% | -2.6% | 4.8% | ?
O=C(CN1CCCCCC1)Nc1ccccc1[N+](=O)[O-] | 4.7% | 0.1% | 2.0% | 4.8% | 3.4% | · | -15.8% | 12.3% | i

The list is partial, so the mix of outcomes need not match the whole.
